# MT stabilizer: microtubule stabilizers in HeLa cells. HeLa tubulin immunostaining HCS, 24 h; share of cells brighter than vehicle mean+2SD. % tubulin-high responders, % at 10 µM. actives 0.83% (n = 200,000). AID 2205;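 active means plate Z-score above 3 for both tubulin-high and condensed-nucleus cell shares, with cell loss under 80%, at 10 µM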;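 further: anti alpha tubulin signal scored within the nucleus-defined area of each cell; some results filed as inactive read as strong as hits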
# Yfh1-depleted yeast: enhancers of respiration in Yfh1-depleted yeast, dose response, Friedreich's ataxia, plus single-dose screen (AID 1465); one-dose fold induction at 50 µM; EC50 in µM for titrated hits; actives 0.074% (n = 220,000); S. cerevisiae Yfh1-off respiration, WST-1 reduction, 72 h; higher fold induction means a stronger effect;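 active means fold induction of absorbance versus untreated yeast above a set limit, then at least 30% activation at any dose in follow-up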;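 further: activators that raise dye reduction in frataxin-depleted yeast; strong numbers were not always called active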
# Ins promoter up: MIN6 insulin promoter up-regulation; z-score at 5 µM; AID 1625; MIN6 insulin promoter-GFP reporter, high-content imaging; stronger effect = higher value; actives 0.3% (n = 190,000);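 active means z-score above 3 at 5 µM with at least 500 cells counted in the well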
# bCat nuc transl: beta-catenin nuclear translocation modulation | HeLa beta-catenin nuclear translocation, immunofluorescence imaging | nuclear translocation activity, % at 5 µM | actives 0.3% (n = 190,000);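 active means nuclear translocation activity above 50% at 5 µM, with a well cell count of 50 or more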;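 further: per-cell ratio of nuclear to cytoplasmic median beta-catenin stain intensity; plate controls were DMSO negative control for no effect and GSK-3 inhibitor IX positive control for full effect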
#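 Test system: human HeLa cells, native beta-catenin. Compound dosing: 5 µM primary single dose, 0.1% DMSO, 0.02–20 µM confirmation series. Incubation: compound exposure 24 h at 37°C. Detection: beta-catenin immunostaining with DAPI counterstain, 20x imaging, 6 fields/well. Read-out basis: Nuclear/cytoplasmic beta-catenin signal ratio, % activation.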
# Autophagy mod: modulators of autophagy. MEF GFP-LC3 puncta imaging; test concentration mostly 10 µM. calls only at 10 µM (by protocol). actives 0.98% (n = 190,000);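 active means percentage of spot-positive cells more than 3 SD above its plate mean, without a fluorescence outlier flag or 80% toxicity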;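 further: spot-positive cell cutoff set from DMSO-treated cells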
# NOD1 inhibition: inhibition of NOD1-driven NF-kB reporter – cell-based, luminescence, uHTS, primary screen (AID 1578) | actives 1% (n = 290,000) | inhibition, % at 4 µM; hits with a dose series show EC50 in µM | NOD1-driven NF-kB luciferase reporter cells, luminescence; higher % means a stronger effect; in the data active means inhibition mostly above about 36%, no sharp cut-off; inactive means mostly below about 34%;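 further: HEK-293T reporter cells stimulated with the NOD1 agonist gamma-tri-DAP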
# HEK293 NOD2/NF-kB: NOD2 signaling inhibitors, cell-based, luminescence, uHTS, HEK293 (AID 1566) | HEK293 NOD2/NF-kB luciferase reporter, luminescence; higher % means a stronger effect | inhibition, % at 4 µM; hits with a dose series show EC50 in µM | actives 0.63% (n = 290,000); in the data active means inhibition above about 50%; further: many of its hits are not listed in these tables
# Dynein cargo inh: blocks dynein driven cargo transport along microtubules | 3617.4 mouse cells, GR-EGFP nuclear translocation imaging; test concentration mostly 20 µM; stimulated with dexamethasone, 1 µM; stronger effect = lower value | z-score, hits read low | actives 0.47% (n = 220,000);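 active means plate z-score of nuclear minus cytoplasmic receptor signal below a set negative limit, without overly bright fluorescence or cell loss, cut at about -3.5 in these data, passing the limit was not always enough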;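 further: z-score of nuclear minus cytoplasmic ring GR-EGFP intensity difference per well; some compounds called inactive have numbers as strong as hits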
#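 Buffer or medium: tet-free medium with charcoal-stripped serum / Also added: dexamethasone agonist, 1.0 µM final, for 30 min / Timing: induction 48 h, compound 1 h, agonist 30 min / Measured by: high-content fluorescence imaging after fixation / Read-out: nuclear-to-cytoplasmic GR-EGFP distribution per well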
# M17LAP inhibition: P. falciparum M17LAP inhibitors, primary screen, biochemical, fluorogenic H-Leu-NHMec substrate, 1536-well (AID 1619) | recombinant M17LAP, H-Leu-NHMec fluorogenic kinetic assay; higher % means a stronger effect | one-dose inhibition, % at 30 µM; IC50 in µM for titrated hits | actives 0.38% (n = 220,000);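 active means compound inhibiting the enzyme by more than half at any dose during confirmatory dose-response retesting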;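 further: plate controls were full reaction with DMSO carrier for no effect and no enzyme background for full effect; strong numbers were not always called active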
# Dynein cargo inh cytoplasmic EGFP: also measured in Dynein cargo inh; calls as there; z-score; measured here: cytoplasmic GR-EGFP intensity; stronger effect = higher value
# Dynein cargo inh nuclear GR-EGFP: recorded beside Dynein cargo inh, whose call it bears; z-score; measured here: nuclear GR-EGFP intensity;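 lower value marks the stronger effect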
# Dynein cargo inh cell count: further read-out of Dynein cargo inh, marked with its call; z-score; measured here: cell count per field
# Ins promoter up cell count: also measured in Ins promoter up; calls as there; cell count; measured here: cytotoxicity, nuclei count;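 total cells summed across four imaged fields per well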
# bCat nuc transl cell count 5 µM: second read-out of bCat nuc transl, no call of its own (marks repeat the call); cell count; measured here: cell count, cytotoxicity flag
# MT stabilizer Hoechst-high %: recorded beside MT stabilizer, whose call it bears; % Hoechst-high responders; measured here: nuclear condensation Hoechst responders;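 share of cells brighter than vehicle mean plus two SD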
# MT stabilizer cytotoxicity %: also measured in MT stabilizer; calls as there; toxicity, %; measured here: cytotoxicity by cell density;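 0% = mean cell density of plate MIN control wells and 100% = no cells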
# Autophagy mod cell loss 18 h: also measured in Autophagy mod; calls as there; toxicity, %; measured here: cell loss, nuclei count;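 cell loss after 18 h compound exposure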
# Starred values were filed as active, the others as inactive; i = inactive; · = no result given; + = active, no number.
SMILES,MT stabilizer Hoechst-high %,HEK293 NOD2/NF-kB,Ins promoter up cell count,bCat nuc transl,NOD1 inhibition,Dynein cargo inh,Autophagy mod,Autophagy mod cell loss 18 h,M17LAP inhibition,Yfh1-depleted yeast,Dynein cargo inh cell count,Dynein cargo inh cytoplasmic EGFP,MT stabilizer,Ins promoter up,Dynein cargo inh nuclear GR-EGFP,bCat nuc transl cell count 5 µM,MT stabilizer cytotoxicity %
COC(=O)CC1COc2ccccc2N1C(=O)c1ccc(OC)cc1 (stereo not given),1.0,18%,·,·,8%,-0.25,i,0,13%,i,0.26,-0.22,1.4,·,-0.43,·,6.2
O=S(=O)(Cc1noc(-c2ccc(OC(F)(F)F)cc2)n1)c1ccc(F)cc1,·,8%,1414,-5.4,6%,-0.6,·,·,2%,i,0.57,-0.28,·,0.25,-0.5,1196,·
CC1(C)Cc2nc3sc(C(=O)NCCCO)c(N)c3cc2CO1,·,4%,1046,0.1,0%,-0.069,·,·,5%,i,-0.47,0.94,·,-0.28,0.29,1404,·
COc1ccc2nc3oc(C(=O)N4CCC(C(N)=O)CC4)cc3cc2c1,3.5,-23%,·,·,0%,-0.59,i,29,-23%,i,0.38,-0.35,4.2,·,-0.16,·,4.5
CCc1cc(OCCCSc2nc(C)cc(=O)[nH]2)ccc1Cl,2.3,33%,913,-2.1,55%,0.33,i,1,0%,i,-0.13,-0.16,3.0,0.31,0.25,987,3.7
Cc1ccc(CN2CCN(CC(=O)NC(C)CCc3ccccc3)C2=O)cc1 (stereo not given),1.8,10%,732,·,11%,-0.36,i,9,-8%,i,-0.42,-0.07,8.1,-0.21,-0.077,·,5.6
Cc1ccsc1/C=N/NC(=O)CN1CCN(S(=O)(=O)c2ccc(Br)cc2)CC1,2.0,2%,1248,2.1,-23%,0.84,i,90,2%,·,-0.37,-0.12,4.4,-0.02,0.23,899,6.4
COc1ccc(Nc2nc3ccc(OC)cc3s2)cc1,1.6,-66%,1127,1.1,-56%,-0.49,i,14,10%,i,0.011,-0.12,1.4,-0.66,-0.18,1057,2.9
COc1c(Br)cc([N+](=O)[O-])c(OC)c1C(=O)NC(=O)Nc1c(Cl)cccc1Cl,·,15%,1420,-0.7,-1%,0.016,·,·,-2%,i,0.12,-0.19,·,0.14,0.00034,1188,·
O=C(c1ccccc1)N1CCN(c2n[nH]c(=O)[nH]c2=O)CC1,2.3,-4%,1272,-5.8,-34%,0.79,i,-11,-2%,i,-0.64,-0.27,6.4,0.01,0.69,1106,6.2
CC(=O)c1c(COC(=O)c2ccccc2)nc2ccccc2[n+]1[O-],1.1,-1%,808,·,16%,-0.44,i,3,1%,i,0.18,0.033,1.3,0.45,-0.072,·,3.3
CCCC(=O)NC(=S)Nc1ccc(S(=O)(=O)Nc2ccc(OCC)cc2)cc1,1.2,-16%,1550,2.4,-7%,-0.37,i,-2,13%,i,0.12,-0.27,5.1,0.17,-0.24,1098,4.2
COc1ccc(CN2CC(C(=O)N3CCOCC3)CC2=O)cc1 (stereo not given),1.3,9%,864,·,-8%,-0.43,i,4,0%,·,0.54,0.036,1.6,-0.47,-0.25,·,9.1
O=C(CSc1nnc(-c2ccccc2)o1)NCC1CCCCC1,1.2,14%,1305,-3.1,38%,-0.55,i,-3,-14%,i,0.66,-0.16,2.8,0.74,-0.066,1429,9.2
Cc1noc(C)c1S(=O)(=O)N1CCCC(C(=O)NCCc2ccccc2)C1 (stereo not given),1.5,-3%,1501,-1.9,-28%,-0.94,i,4,-5%,i,0.93,-0.25,2.3,0.43,-0.32,839,3.8
CCOC(=O)C1(Cc2ccc(OC)cc2)CCN(S(C)(=O)=O)CC1,2.3,-10%,1429,-1.2,-12%,0.058,i,14,-10%,i,0.62,-0.35,2.7,0,0.15,1130,8.8
O=C(CN1C(=O)NC2(CCSC2)C1=O)NCc1ccccc1 (stereo not given),1.8,-16%,1556,-0.6,-28%,-0.29,i,14,7%,i,0.16,-0.32,3.3,-0.25,0.057,958,4.3
COc1ccc(N=C2O/C(=C/c3sc(=S)n(CC4CCCO4)c3O)N=C2C#N)cc1 (stereo not given),·,19%,1275,-4.0,-10%,-1.4,·,·,4%,i,-0.11,1.4,·,0.45,-0.4,1171,·
CS(=O)(=O)N1CCN(C(=O)c2cc(-c3ccccc3)nc3ccccc23)CC1,2.8,-1%,794,·,2%,-0.21,i,-6,14%,i,0.58,-0.24,2.8,-0.57,-0.1,·,6.0
Fc1ccc(Nc2ccc(-c3ccc(F)cc3)nn2)cc1,2.1,-54%,1405,-2.1,-16%,-1.3,i,-20,12%,i,1.4,-0.26,2.5,0.05,-0.56,1145,7.6
CCOC(=O)c1sc(NC(=S)NC(=O)c2ccccc2)nc1C,1.9,-42%,1679,-2.8,-18%,-0.96,i,-10,25%,i,0.52,-0.074,2.2,0.04,-0.51,1048,7.1
CCSc1nc2sc3c(c2c(=O)n1CC)CC(C)(C)OC3,1.2,17%,1490,-3.3,-2%,-1.2,i,-31,-4%,i,-0.098,-0.17,2.5,0.89,-0.13,1055,5.5
CC(=O)Nc1ncc(Cc2cc(Cl)ccc2Cl)s1,2.0,0%,1610,1.4,14%,0.8,+,14*,·,i,-1.2,-0.19,3.4,-0.13,0.78,947,13
CC12c3ccccc3C(c3ccccc31)C1C(=O)N(c3ccncc3)C(=O)C12 (stereo not given),2.0,15%,·,1.2,-20%,-0.9,i,9,-9%,i,1,-0.33,3.4,·,-0.17,1537,8.8
COCCCNC(CC(=O)Nc1ccc(OC)cc1OC)C(=O)O (stereo not given),0.9,-9%,1949,-1.2,-8%,-0.059,i,5,3%,i,0.35,-0.2,1.9,0.76,0.19,1041,8.1
O=[N+]([O-])c1ccc(CCNc2cccc3ccccc23)c([N+](=O)[O-])c1,3.6,1%,1413,3.0,-27%,-0.54,i,9,-12%,i,-0.25,-0.19,5.6,-0.02,0.035,1131,3.9
CNC(=O)COC(=O)CCC(=O)c1ccc(Cl)cc1,2.0,4%,1156,-3.3,-26%,-0.3,i,30,11%,i,0.3,-0.29,1.4,0.37,-0.19,1171,6.4
CC(C)(C)NS(=O)(=O)c1ccc(/C=C/C(=O)O)cc1,2.3,-2%,1250,-2.0,-50%,-0.94,i,13,-4%,i,0.92,-0.27,4.8,-0.13,-0.49,1063,6.5
CCOc1ccc(Nc2ncnc3c2cnn3Cc2ccccc2)cc1,1.5,0%,1602,-1.3,16%,1.6,i,-22,-2%,i,-1.9,-0.18,2.4,0.3,2.1,1293,9.2
COc1ccccc1NC(=S)N1CCOCC1,1.8,5%,1331,-1.3,-26%,0.5,i,2,-1%,i,-1.1,-0.2,1.7,1.1,0.31,569,4.8
COc1cc(CNCCCO)ccc1OCC(=O)NC(C)(C)C,2.4,12%,1204,0.6,-19%,-0.39,i,2,-2%,i,0.5,-0.24,2.2,-0.41,-0.17,1078,4.6
O=C(CCC(=O)OCC(=O)c1ccccc1)Nc1cccc(Cl)c1,2.4,6%,1113,·,-23%,-0.62,i,-61,-2%,i,0.47,-0.19,4.1,0.14,0.36,·,7.4
COc1ccc(NS(=O)(=O)c2cc(NC(=O)c3ccncc3)ccc2N2CCOCC2)cc1,2.8,13%,1299,-2.7,1%,0.19,i,2,6%,i,0.31,-0.16,2.5,-0.28,-0.26,590,0.2
C=CCNC(=S)NCCCCC1NC(=S)N(CC=C)C1=O (stereo not given),1.4,1%,1425,4.2,-30%,1.4,i,15,7%,i,-2,-0.1,3.1,-0.33,0.94,1094,3.2
N#CNc1nc(O)cc(=O)[nH]1,·,9%,1486,-3.9,-6%,-0.43,·,·,2%,i,0.16,-0.14,·,-0.25,-0.24,1174,·
COc1ccc(NC(=O)C2CC(=O)N(C)C(=Nc3ccc4c(c3)OCO4)S2)cc1 (stereo not given),3.4,·,·,·,·,3.8,i,1,7%,i,-2.1,-0.21,4.5,·,2.8,·,9.3
C=CCNC(=O)c1cc2c(=O)n3cc(C)ccc3nc2nc1NCC1CCCO1 (stereo not given),2.8,12%,1441,-0.6,-22%,-0.45,i,1,-170%,i,2.7,-0.24,4.0,0.1,-0.26,1037,5.8
COc1ccc(N2CC(C(=O)Nc3cc(C)ccn3)CC2=O)cc1 (stereo not given),·,16%,1062,-0.2,-11%,-0.27,·,·,2%,i,0.2,-0.17,·,-0.08,0.23,1433,·
CCSc1nnc(NC(=O)[C@@H](NC(=O)c2cccc(C)c2)C(C)C)s1,3.7,2%,·,0.8,-17%,-0.41,i,-2,8%,i,0.19,-0.27,4.7,·,-0.36,1030,7.7
O=C(CSc1nc2[nH]ncc2c(=O)n1-c1ccccc1Br)NCc1ccco1,1.8,2%,1188,·,-4%,0.48,i,-8,18%,i,0.91,-0.25,2.3,1.3,0.098,·,4.8

# Assay outcomes deposited in PubChem by several laboratories.

# The list is partial; rates above refer to the full screens.
